# Assay outcomes deposited in PubChem BioAssay by several laboratories.
# MsrA act: bovine methionine sulfoxide reductase A activation; purified bovine MsrA, absorbance read-out; activation, % at 10.6 µM; 360,000 tested, 0.3% active; AID 602163; in the data active means activation above about 7.5%;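 further: 0% = vehicle and 100% = reference activator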
# MLLE-PAM2 inh: inhibitors of microRNA-mediated deadenylation, human PABP1 MLLE binding. P11940. GST-MLLE / FITC-PAM2 fluorescence polarization. inhibition, % at 20 µM. 360,000 tested, 0.36% active. AID 588489; in the data active means inhibition above about 35%, passing the limit was not always enough;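 further: plate controls were DMSO wells with GST-MLLE for no effect and wells lacking GST-MLLE protein for full effect; some results filed as inactive read as strong as hits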
# Target sequence (P11940 whole entry, looked up): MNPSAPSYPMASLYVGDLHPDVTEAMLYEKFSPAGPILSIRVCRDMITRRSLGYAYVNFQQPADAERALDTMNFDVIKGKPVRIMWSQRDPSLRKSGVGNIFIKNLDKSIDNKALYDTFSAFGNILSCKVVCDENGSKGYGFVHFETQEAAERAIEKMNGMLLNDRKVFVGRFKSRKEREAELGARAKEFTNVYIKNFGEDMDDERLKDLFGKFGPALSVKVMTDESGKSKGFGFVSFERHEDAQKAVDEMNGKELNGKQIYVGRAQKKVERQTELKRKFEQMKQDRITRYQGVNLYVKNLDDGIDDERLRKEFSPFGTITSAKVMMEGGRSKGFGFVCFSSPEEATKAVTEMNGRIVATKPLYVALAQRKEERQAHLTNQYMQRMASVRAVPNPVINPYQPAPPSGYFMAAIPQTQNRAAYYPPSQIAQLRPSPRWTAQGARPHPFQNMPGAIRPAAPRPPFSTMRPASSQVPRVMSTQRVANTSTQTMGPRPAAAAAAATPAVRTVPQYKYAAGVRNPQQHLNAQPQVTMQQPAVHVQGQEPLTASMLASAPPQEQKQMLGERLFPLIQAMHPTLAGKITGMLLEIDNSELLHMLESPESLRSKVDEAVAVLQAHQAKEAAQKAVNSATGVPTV
# MsrA inhibitor: bovine MsrA inhibition. purified bovine MsrA, absorbance read-out. inhibition, % at 15.5 µM. 360,000 tested, 0.75% active; in the data active means inhibition above about 4.5%;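 further: 0% = vehicle wells with enzyme and 100% = reference inhibitor wells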
# FAS-TE inh: blocks the thioesterase domain of human fatty acid synthase | P49327 | inhibition, % at 15 µM | recombinant FAS-TE, OMFH fluorogenic substrate, fluorescence endpoint | AID 602261 | 360,000 tested, 0.67% active;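 active means compounds whose normalised, plate-corrected inhibition of enzyme fluorescence in the single-dose primary screen is 50% or more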;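 further: 0% = DMSO with enzyme and 100% = substrate without enzyme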
# CendR NRP1 mod: modulators of CendR peptide binding to human neuropilin-1 | O14786 | FAM-RPARPAR peptide binding to NRP-1, fluorescence polarization | inhibition, % at 25 µM | 360,000 tested, 0.85% active | AID 602438;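 active means inhibition or corrected inhibition above about 18%, plus a signal ratio from 0.5 to 1.5, limit read from the data, passing the limit was not always enough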; further: strong numbers were not always called active
# SKN-1 block: C. elegans SKN-1 inhibition. inhibition, % at 21.8 µM. 360,000 tested, 0.49% active. AID 624304. C. elegans VP596 Pgst-4::GFP/RFP ratio, acrylamide-induced, 24 h;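 active means interference check ratio from 0.5 to 1.5 plus GFP to RFP signal ratio inhibition reaching or exceeding a fixed threshold, cut at about 30% in these data, passing the limit was not always enough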; further: some compounds called inactive have numbers as strong as hits
# TbMetRS inhib: blocks T. brucei methionyl-tRNA synthetase activity. purified T. brucei MetRS, ATP depletion, Kinase-Glo luminescence. AID 624268. inhibition, % at 11.9 µM. 360,000 tested, 0.4% active;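 active means inhibition above a per-plate cutoff of the control wells' mean inhibition plus 3 SD, cut at about 5.5% in these data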;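 further: 0% = DMSO wells median and 100% = median of wells with control inhibitor compound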
#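 Test system – parasite MetRS enzyme · Reagent – substrates ATP, L-methionine and bulk Escherichia coli tRNA · Doses – 11.9 µM compound single dose, 0.9% DMSO · Times – 15 min enzyme-compound preincubation, 2 h reaction, 10 min detection, 25 °C · Signal – Kinase-Glo luminescence, ATP depletion format · Controls – DMSO-only wells as low control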
# E coli Lon inh: inhibitors of E. coli Lon protease | purified E. coli Lon protease, fluorescence polarization | inhibition, % at 7.94 µM | 360,000 tested, 0.42% active | AID 602123; in the data active means inhibition above about 13%, passing the limit was not always enough;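 further: 0% = enzyme with probe and DMSO and 100% = no enzyme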
# MT1-MMP act inh: inhibitors of human MT1-MMP activation; P50281; HT1080 RFP-PRO-GFP cells, GFP/RFP ratio fluorescence, overnight; percent of plate control window, DMSO zero; GFP/RFP ratio change, % at 20 µM; 360,000 tested, 0.061% active;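 active means GFP/RFP ratio change of at least 30% with cell ATP level not reduced by more than half and red fluorescence within 50% of control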; further: strong numbers were not always called active
#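 Assay system: HT1080 cells carrying an RFP-PRO-GFP reporter | Dosing: Single dose of 20 µM compound, 1% DMSO final | Incubation: Cells overnight before dosing, compound overnight, 37 °C, 5% CO2 | Evaluation: GFP/RFP fluorescence ratio | Control set: DMSO and RFP-L50D-GFP cell wells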
# Numbers without * were called inactive.
SMILES,MsrA act,MLLE-PAM2 inh,MsrA inhibitor,FAS-TE inh,CendR NRP1 mod,SKN-1 block,TbMetRS inhib,E coli Lon inh,MT1-MMP act inh
CCCCNC(=O)C(Cc1ccccc1)NS(=O)(=O)c1ccc2c(c1)c(=O)n(C)c(=O)n2C (centres undefined),-0.7,-1.8,-0.8,-2.4,16.6,3.1,0.0,9.4,1.6
COC(=O)Cc1ccc(NC(=O)c2ccc3c(c2)C(=O)N(Cc2ccco2)C3=O)cc1,-3.8,-2.4,1.1,-14.9,0.5,4.7,0.0,5.7,0.9
CCC1C(=O)NCCN1C(=O)c1ccc2nc(Cc3ccc(OC)cc3)oc2c1 (centres undefined),-1.6,4.1,-1.0,-3.5,8.6,8.6,-0.7,-10.6,3.8
COc1ccc(NC(=O)CN2CCC(C(N)=O)CC2)cc1,3.2,-7.8,0.2,-6.3,-3.8,-3.1,0.2,-2.9,9.7
CCN1CCN(Cc2ccc(NC(=O)c3cc(NC(=O)c4ccc5n[nH]nc5c4)cc(OC)c3)cc2C(F)(F)F)CC1,-1.2,-14.5,-1.2,-57.1,8.2,-6.2,-0.3,4.4,7.6
COc1ccc(N2C(N)=C(C#N)C(c3cccnc3)C3=C2CC(C)(C)CC3=O)cc1 (centres undefined),-1.4,9.2,0.3,-5.8,-5.4,8.5,-0.6,-11.4,-2.4
Cc1ccc(S(=O)(=O)N2CCCC2C(=O)O)s1 (centres undefined),-0.7,-4.9,-0.8,-7.0,10.8,6.9,-0.5,13.7,2.8
COC(=O)c1ccc(NC(=O)c2cc(-c3ccccn3)nc3ccccc23)cc1,-2.0,2.3,0.0,2.3,0.9,1.3,-0.6,-6.5,-5.5
COc1cc2cc(C(=O)NCCc3ccccc3)[nH]c2cc1OC,-3.3,10.5,0.7,-0.4,-11.3,17.7,-0.7,1.8,3.5
Cc1cc(C(=O)N2CCCC(CO)(Cc3ccc(F)cc3)C2)c(C)o1 (centres undefined),-1.8,-15.9,-0.5,-4.0,2.1,-3.2,-0.3,-0.5,-3.2
COc1ccccc1CC(=O)N1CCN(S(=O)(=O)c2ccccc2)CC1,-4.5,14.8,-0.2,-7.0,17.5,0.1,-0.2,-7.5,-3.4
O=C(NCCCN1CCCCCC1)c1ccc2c(Cl)c3c(nc2c1)CCCC3,-0.6,-24.6,0.7,5.5,-1.2,3.1,-0.5,6.2,1.8
CC(C)c1nnc(NC(=O)CCS(=O)(=O)Cc2ccccc2)s1,-9.1,20.9,0.1,0.0,-6.5,-1.4,-1.5,3.9,0.7
CC(C)(C)c1cc(NC(=O)COC(=O)C2CC2)n(-c2ccccc2)n1,-1.2,-17.4,-0.1,-6.6,1.6,6.0,-0.3,-3.4,1.7
CC(=O)Nc1c(O)nc(SCC(=O)Nc2c(C)cccc2C)[nH]c1=O,-3.3,20.6,1.2,-2.9,4.8,-1.6,0.3,-7.9,3.1
CC(OC(=O)c1cn(-c2ccccc2)nc1-c1cccnc1)C(N)=O (centres undefined),-5.0,-14.7,-1.1,-4.1,-3.3,5.8,-0.6,5.3,-2.0
OCCNc1ncnc2c1sc1nc(N3CCOCC3)c3c(c12)CCC3,-1.6,-7.3,-1.0,2.7,-12.1,3.2,-0.4,2.8,12.3
CN(C)c1ccc(N=C/C=C2\N(C)c3ccccc3C2(C)C)cc1,-2.8,-27.6,5.0*,-58.0,-54.9,16.3,-0.5,-2.2,-1.6
NS(=O)(=O)c1ccc(NS(=O)(=O)c2ccc(Br)cc2)cc1,-5.3,-3.9,-0.8,-5.0,0.4,-15.8,-0.5,-10.9,2.7
O=C(NCCC1=CCCCC1)c1cc(S(=O)(=O)N2CCOCC2)c(Cl)cc1Cl,-2.1,0.2,1.3,-1.0,2.8,-9.3,-0.4,-1.9,-2.4

# Entries shown so far containing two or more sulfur atoms (3):
SMILES,MsrA act,MLLE-PAM2 inh,MsrA inhibitor,FAS-TE inh,CendR NRP1 mod,SKN-1 block,TbMetRS inhib,E coli Lon inh,MT1-MMP act inh
Cc1ccc(S(=O)(=O)N2CCCC2C(=O)O)s1 (centres undefined),-0.7,-4.9,-0.8,-7.0,10.8,6.9,-0.5,13.7,2.8
CC(C)c1nnc(NC(=O)CCS(=O)(=O)Cc2ccccc2)s1,-9.1,20.9,0.1,0.0,-6.5,-1.4,-1.5,3.9,0.7
NS(=O)(=O)c1ccc(NS(=O)(=O)c2ccc(Br)cc2)cc1,-5.3,-3.9,-0.8,-5.0,0.4,-15.8,-0.5,-10.9,2.7

# Later entries
SMILES,MsrA act,MLLE-PAM2 inh,MsrA inhibitor,FAS-TE inh,CendR NRP1 mod,SKN-1 block,TbMetRS inhib,E coli Lon inh,MT1-MMP act inh
CC(=O)OCCCNc1cc(Sc2ccc(C)cc2)c2nonc2c1[N+](=O)[O-],-2.4,22.0,-0.2,18.4,-8.2,-5.7,0.7,0.3,-11.8
Cc1cc(C)cc(NC(=O)CN(C)CC(=O)N(CC(C)C)c2c(N)n(CC(C)C)c(=O)[nH]c2=O)c1,5.3,0.7,-0.1,0.3,3.4,4.5,-0.4,-9.0,0.1
O=C(COC(=O)c1nn(CCO)c(=O)c2ccccc12)Nc1ccc(Cl)c(Cl)c1,-2.8,3.4,-0.2,18.0,-7.6,-5.0,0.9,5.2,-0.4
O=C(Nc1ccc(S(=O)(=O)NC2=NCCCCC2)cc1)c1cc(F)c(F)cc1Cl,-3.0,0.0,2.1,-2.1,3.5,-22.7,0.1,3.9,5.3
O=C1C(=O)N(c2ccccc2)C(c2ccccc2)C1c1ccccc1 (centres undefined),-4.1,-5.2,1.4,11.1,-1.5,-3.4,-0.1,-7.6,1.5
COc1ccc(N(CC(=O)Nc2ccccc2C(=O)NCCc2ccccc2)S(C)(=O)=O)cc1OC,1.2,-12.9,-0.8,4.3,-6.1,7.1,-1.3,2.9,1.4
CC(C)COC(=O)CCNc1n[nH]c(=O)[nH]c1=O,0.9,-2.9,-1.4,-7.8,1.3,11.5,0.1,-1.9,3.5
COCCn1c(SCC(=O)N2CCCc3ccccc32)nc2cccnc21,-2.0,-3.3,-0.9,-0.6,4.2,-19.6,-0.4,2.6,-1.2
CC(C)(C)C(=O)Nc1cccc(-c2cc(-c3c(Cl)cccc3Cl)no2)c1,0.4,5.2,0.3,11.5,-7.4,13.8,-0.5,8.5,0.9
O=C(CNc1ccccc1)c1ccc([N+](=O)[O-])cc1,-3.6,17.0,-0.8,7.3,3.5,8.1,0.2,2.8,-5.2
CCCCN(CC(=O)NCc1ccc(Cl)cc1)S(=O)(=O)c1ccc2c(c1)OCCO2,-2.9,-37.3,-0.1,16.9,-2.2,5.6,-0.3,3.2,-2.1
CCCCC(c1nc2ccccc2[nH]1)n1c(-c2ccccc2)nc2cc(C)c(C)cc21 (centres undefined),-0.8,1.2,0.0,-3.4,-1.0,19.5,-0.6,2.2,5.8
O=C(Cc1ccccc1[N+](=O)[O-])OCN1C(=O)c2ccccc2C1=O,-2.3,0.6,1.4,-3.4,-1.5,-2.2,-0.3,11.2,-2.0
CC1CCCN(S(=O)(=O)c2ccc(NC(=O)CNC3CCCC3)cc2)C1 (centres undefined),-0.2,-15.3,0.6,1.8,-5.4,21.7,0.2,-1.8,-7.8
Nc1nonc1-n1nnc(C(=O)N/N=C/c2ccncc2)c1CSc1ccccc1,-6.7,2.7,-0.2,7.3,3.1,3.1,-1.4,14.4,7.0
COc1ccc(N2CCN(C(=O)CSc3nc4nc(C)cc(C)n4n3)CC2)cc1,-1.2,1.9,-1.1,-3.5,1.9,5.6,0.3,2.5,-3.7
C=CCNC(=S)N1CCc2[nH]c3ccccc3c2C1,-1.0,-147.5,-0.3,-7.6,-4.3,-5.4,0.6,7.1,3.1
COc1cccc2sc(N(CCCN(C)C)C(=O)c3ccc(S(=O)(=O)N4CCc5ccccc5C4)cc3)nc12,-6.7,-0.2,-0.5,8.1,8.2,1.8,-1.4,-11.6,-3.8
CSc1ccc(-c2ccco2)nn1,-3.5,11.7,1.2,-5.0,-11.3,-0.6,-0.4,0.1,-3.1
CC1CCCN(S(=O)(=O)c2ccc(C(=O)Nc3nnc(C4CC4)o3)cc2)C1 (centres undefined),-1.1,14.1,1.0,-0.2,-14.2,18.8,0.0,-9.2,3.1
O=C(NCc1ccccc1)NC(=O)c1ccncc1,0.1,16.2,0.1,-6.8,-8.8,-0.7,-0.5,-0.3,-1.5
O=C(CCC(=O)Nc1ccccc1)N/N=C/c1ccccc1F,-2.9,2.0,2.7,-4.2,0.1,8.1,-0.9,-3.7,-2.5
O=C1c2ccccc2C(=O)N1c1n[nH]c(CCc2ccccc2)n1,-2.0,-8.6,-0.2,-1.4,-11.3,0.7,-0.3,-1.5,-6.5
O=C(O)CCCN1C(=O)/C(=C\c2ccc(-c3nc4ccccc4s3)o2)SC1=S,-1.4,-98.6,1.3,8.2,-175.9,29.0,0.0,-4.7,-20.5
Cn1cc(/C=C/c2nc3ccccc3c(=O)n2-c2cccc([N+](=O)[O-])c2)c2ccccc21,-3.5,-11.4,1.7,2.0,1.9,3.0,0.3,1.1,0.1
COc1ccc(/C=C/c2ccc3c(Br)ccc(O)c3n2)cc1,-5.0,2.1,2.6,3.3,-10.0,6.3,-0.9,-5.4,8.3
COc1ccc(S(=O)(=O)NCCCN2CCCC2=O)c(OC)c1,-3.2,-4.7,1.9,-4.6,11.8,26.5,-0.4,3.5,-1.3
O=C(Cn1c(-c2ccco2)nc2ccccc21)N1CCCCC1,-2.6,12.9,1.2,-4.2,-3.9,-14.1,-0.2,-2.2,-1.2
Cn1c2c(c(=O)n(C)c1=O)C(C(F)(F)F)(C(F)(F)F)N=C(C1CCCCC1)N2,0.5,14.9,15.5*,-1.4,4.2,10.5,-0.4,2.0,-10.1
Cc1ccc(NS(=O)(=O)c2coc(C(N)=O)c2)cc1F,-7.5,-24.5,-0.3,-8.2,-2.5,0.2,1.8,-5.3,-3.1
Cc1ccc(S(=O)(=O)N(CC(=O)NCc2ccco2)C2CCCCC2)cc1,-0.2,2.5,-1.4,4.0,1.0,5.5,-0.3,-10.8,-8.5
O=C(OCC(=O)N1CCN(C(=O)c2ccco2)CC1)c1c(Cl)cccc1Cl,-1.9,5.1,0.3,-6.0,10.4,0.7,-0.4,-10.5,-0.1
COc1cc(C)c(C(C)C)cc1S(=O)(=O)N1CCN(C)CC1,-0.3,3.0,0.4,-4.5,-2.9,2.6,0.2,4.5,-1.5
O=C(OCC(=O)N1CCCC1)c1cc(F)c(F)cc1Cl,5.2,0.1,-1.0,-2.8,3.4,2.1,0.5,-16.8,-0.5
O=C(Nc1cc(F)c(Br)cc1F)c1ccc(Cl)cc1,2.6,-1.6,2.4,3.9,-3.4,-5.5,-0.3,1.9,-0.1
Cc1cc(Br)c(NC(=O)CN2CCCC2)c(Br)c1,-1.4,-3.8,0.7,-0.6,-2.5,0.1,1.1,-9.0,3.6
Cc1ccc2c(=O)c(C(=O)NCc3cccs3)c[nH]c2c1,-11.8,0.4,0.0,-6.3,-3.3,4.7,-1.0,-17.6,10.7
COc1cc(/C=C2\SC(=S)N(CC(=O)O)C2=O)ccc1OS(=O)(=O)c1ccc(C)cc1,-13.7,22.6,1.4,21.3,-38.4,-1.5,-0.3,-11.5,-1.7
